Jurkat NFkB inh: lowers PMA/ionomycin-induced NF-kB signal in Jurkat cells; PMA/ionomycin-induced NF-kB luciferase reporter, luminescence; actives 0.53% (n = 330,000); inhibition, % at 4 µM; AID 435003; in the data active = inhibition above about 50%
XBP1 UPR activ: activators of adaptive arm of unfolded protein response (XBP1); CHO-XBP1 luciferase reporter, IRE1-XBP1 UPR activation, luminescence; percent of tunicamycin response, DMSO as zero; actives 0.33% (n = 330,000); activation, % at 20 µM;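 active = versus positive control, 20 µM dose yields 30% or more activation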;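 note: 100% = tunicamycin at 10 µg/mL and 0% = DMSO only wells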
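Material: IRE1-XBP1 luciferase reporter CHO line / Quantity: one thousand reporter cells per well / Buffer or medium: F12 with 10% serum / Compound: 20 µM single concentration, DMSO 1% / Times: 6 h treatment, 37 °C / Detection: Steady-Glo luciferase glow luminescence, 10 min after reagent addition / Benchmarks: tunicamycin high, DMSO low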
Mdm2 MdmX PPI: inhibitors of human Mdm2/MdmX interaction; inhibition, % at 8 µM; SaOS-2 split-luciferase Mdm2/MdmX complementation, luminescence; actives 3% (n = 330,000);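 active = inhibition of at least 50% at 8 µM in the primary screen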
Target sequence (O15151 whole entry, looked up): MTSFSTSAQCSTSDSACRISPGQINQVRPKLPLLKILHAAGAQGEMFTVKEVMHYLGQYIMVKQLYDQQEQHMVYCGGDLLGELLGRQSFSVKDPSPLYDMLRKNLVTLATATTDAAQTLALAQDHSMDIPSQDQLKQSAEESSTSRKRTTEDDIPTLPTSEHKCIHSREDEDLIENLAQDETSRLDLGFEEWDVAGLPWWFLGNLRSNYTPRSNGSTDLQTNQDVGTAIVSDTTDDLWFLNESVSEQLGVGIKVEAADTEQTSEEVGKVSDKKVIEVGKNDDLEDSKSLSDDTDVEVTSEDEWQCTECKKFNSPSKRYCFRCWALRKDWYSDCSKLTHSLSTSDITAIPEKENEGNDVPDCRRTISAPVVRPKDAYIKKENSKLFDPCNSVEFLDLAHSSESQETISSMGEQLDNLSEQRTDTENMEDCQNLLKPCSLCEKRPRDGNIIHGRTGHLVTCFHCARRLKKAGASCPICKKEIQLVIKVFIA
Target sequence (Q00987 whole entry, looked up): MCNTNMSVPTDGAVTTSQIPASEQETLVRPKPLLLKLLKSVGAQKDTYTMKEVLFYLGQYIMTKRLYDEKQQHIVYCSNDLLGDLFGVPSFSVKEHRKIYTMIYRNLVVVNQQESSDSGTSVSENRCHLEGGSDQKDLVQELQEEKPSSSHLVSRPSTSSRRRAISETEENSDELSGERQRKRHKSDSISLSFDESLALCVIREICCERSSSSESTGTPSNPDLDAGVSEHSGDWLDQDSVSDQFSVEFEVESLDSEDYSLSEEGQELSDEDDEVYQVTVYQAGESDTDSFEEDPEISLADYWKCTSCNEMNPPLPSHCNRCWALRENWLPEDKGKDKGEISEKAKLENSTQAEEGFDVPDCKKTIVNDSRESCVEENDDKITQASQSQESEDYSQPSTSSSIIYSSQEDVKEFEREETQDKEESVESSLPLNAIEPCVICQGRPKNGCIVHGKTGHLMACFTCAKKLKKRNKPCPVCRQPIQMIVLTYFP
tim23-1 inh: growth inhibitors of tim23-1 mutant yeast. S. cerevisiae tim23-1 growth, BacTiter-Glo luminescence, 24 h. inhibition, % at 20 µM. actives 1.3% (n = 330,000). AID 463212;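 active = growth inhibition of the mutant yeast at or above 50%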;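 note: temperature-sensitive mutant grown at 25 °C; plate controls were DMSO-treated mutant yeast for no effect and medium wells lacking yeast for full effect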
CHOP UPR activ: apoptotic UPR (CHOP) activation; CHO-CHOP luciferase reporter, luminescence; percent of tunicamycin response over DMSO baseline; activation, % at 10 µM; actives 0.34% (n = 330,000);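 active = at 10 µM dose, activation of 40% or more, normalized to positive control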;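 note: 100% = tunicamycin at 10 µg/mL and 0% = DMSO alone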
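Assay system: CHO-CHOP cells, stable luciferase reporter of PERK-eIF2a-CHOP signalling / Buffer or medium: F12 plus 10% serum / Compound dosing: one dose, 10 µM in 0.5% DMSO / Times: 6 h compound treatment, 37 °C / Technique: luciferase luminescence / Read-out: % reporter activation, DMSO baseline versus tunicamycin full activation / Benchmarks: tunicamycin and DMSO controls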
697 NFkB inh: inhibitors of the PMA/ionomycin-induced NF-kB reporter in 697 B cells; 697 B-cell NF-kB luciferase reporter, 16 h; inhibition, % at 4 µM; actives 0.33% (n = 330,000); AID 435022; in the data active = inhibition above about 35%
TIM10 inh: TIM10 yeast growth inhibition. S. cerevisiae TIM10 strain growth, BacTiter-Glo luminescence, 24 h. inhibition, % at 10 µM. actives 1.4% (n = 330,000);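 active = inhibition of 40% or more at the single tested concentration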;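 note: wild-type TIM10 isogenic control strain grown at permissive 25 °C; 0% = DMSO yeast wells and 100% = minimal medium wells without yeast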
tim10-1 inh: tim10-1 yeast growth inhibition; S. cerevisiae tim10-1 ts strain growth, BacTiter-Glo, 24 h; inhibition, % at 20 µM; actives 2.2% (n = 330,000); AID 463190;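 active = inhibition of at least 40%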;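 note: mutant grown at 25 °C; 0% = DMSO wells with yeast and 100% = wells holding no yeast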
Active calls of the source: *; nt = no result given.

SMILES | Jurkat NFkB inh | XBP1 UPR activ | Mdm2 MdmX PPI | tim23-1 inh | CHOP UPR activ | 697 NFkB inh | TIM10 inh | tim10-1 inh
CC(C)(C)C(=O)Nc1nnc(SCC(=O)NCc2ccco2)s1 | -2 | -2 | 5 | -3 | -1.7 | 8 | -17 | -16
CCOC(=O)C(=O)Nc1cc(Cl)ccc1C | -11 | 0 | 17 | 6 | 1.9 | -1 | 9 | -8
Cc1ccc(C2C(C(=O)c3ccco3)=C(O)C(=O)N2c2nnc(C)s2)cc1 (stereo unspecified) | -20 | -1 | 16 | -12 | 2.5 | -11 | 9 | 2
CCCCCOC(=O)c1ccc(OC(=O)c2cncc(Br)c2)cc1 | -47 | 11 | -41 | 17 | 7.1 | -77 | -2 | 17
COC(=O)c1ccccc1OCCCOc1ccc(C=O)cc1OC | -57 | -1 | -32 | 17 | 3.1 | -91 | 0 | 15
O=C(CN1C(=O)NC(Cc2ccccc2)C1=O)NC(=O)NC1CCCCC1 (stereo unspecified) | -16 | 1 | -17 | 6 | -0.6 | 4 | -7 | 5
O=C(COC(=O)CNS(=O)(=O)c1ccccc1)Nc1ccc(Cl)cn1 | 0 | -3 | 11 | 2 | -1.1 | -3 | 0 | -6
COc1ccc(/C=C/c2nc(-c3ccccc3O)n[nH]2)cc1 | -129 | 3 | -263 | 48 | 5.7 | -119 | 18 | 2
Cc1ccc([C@@H]2CC=C(C(=O)O)[C@H](c3ccc(F)cc3)N2S(=O)(=O)c2ccc(C)cc2)cc1 | -31 | -2 | -18 | 9 | 0.0 | -45 | -4 | 31
Cc1nc2ccccn2c1C(=O)NC1CCCC1 | -16 | -2 | 22 | 4 | 0.2 | 6 | 5 | 7
CCNC(=O)c1ccc(=O)n(Cc2ccc(Cl)cc2Cl)c1 | 10 | 5 | 0 | 9 | -1.0 | -8 | 14 | 5
O=C(NCc1n[nH]c(=S)n1-c1ccc(Cl)c(Cl)c1)c1cccs1 | -10 | 0 | 3 | 6 | 0.2 | -3 | -11 | -5
COc1ccc(C2CC(c3cccc(C(F)(F)F)c3)=NN2c2ccc(S(N)(=O)=O)cc2)cc1 (stereo unspecified) | nt | 6 | 87* | 43 | 2.7 | 16 | 9 | 28
Cc1nnc(SCCn2c(N3CCCCC3)nc3c2c(=O)n(C)c(=O)n3C)s1 | -4 | 2 | 9 | 6 | 2.7 | -3 | -3 | 17
CC1CCc2sc3c(c2C1)c(=O)n(CC(=O)O)c(=O)n3Cc1ccc(Cl)cc1 (stereo unspecified) | 5 | -4 | 11 | 28 | -0.8 | 6 | 17 | 28
CC(C)(C)c1cc(C(=O)N2CCN(c3ncccn3)CC2)ccn1 | 2 | -2 | 25 | 5 | -1.6 | -16 | 15 | 16
CCOC(=O)C(C)n1cnc2sc(C)c(C)c2c1=O (stereo unspecified) | 10 | 1 | -11 | 17 | -0.5 | 8 | 11 | 11
Cc1cc(NC(=O)CCC(=O)N(Cc2cccs2)C(C(=O)NC2CCCC2)c2cccnc2)no1 (stereo unspecified) | -7 | -1 | -2 | 18 | -0.2 | 3 | 9 | 9
COc1ccc(-c2ncccc2OC(=O)C23CC4CC(CC(C4)C2)C3)cc1 | -6 | -1 | 9 | 32 | 3.6 | 16 | 18 | 19
CC(C)(C)c1cc(=O)n2[nH]c(N)nc2n1 | -28 | 3 | -28 | 15 | -0.7 | -45 | 9 | 27
COc1ccccc1-c1cn[nH]c1-c1ccc(OCc2ccccc2)cc1O | 13 | -2 | 13 | 29 | -1.0 | -8 | 29 | -3
CCOC(=O)N1CCN(c2c(N3CCC(N4CCCCC4)CC3)c(=O)c2=O)CC1 | 1 | -1 | 0 | 5 | -0.3 | 5 | 0 | 3
Cc1ccc(NC(=S)NCc2cccn2C)cc1 | -13 | 1 | 0 | 23 | -1.4 | -4 | 1 | 20
CCCc1nnc(SCC(=O)O)n1/N=C/c1ccc2c(c1)OCO2 | 15 | -3 | 25 | -2 | 0.8 | -6 | -3 | 9
CC(=O)Nc1ccc(S(=O)(=O)NCC2CCC(C(=O)N3CC(C)CC(C)C3)CC2)cc1 (stereo unspecified) | -17 | 1 | -5 | 17 | 0.0 | -28 | 21 | 14
CCc1cccc2c(=O)c(C(=O)NCCCOC)c[nH]c12 | 11 | 1 | 6 | 14 | -1.1 | 34 | 1 | 6
CC(C)(C)C(=O)N(CCN(C(=O)C(C)(C)C)c1ccccc1)c1ccccc1 | 5 | 0 | 7 | 36 | 1.6 | 28 | 31 | 28
COc1cc(S(=O)(=O)N2CCN(C(=O)c3ccco3)CC2)c(OC)cc1C | 7 | 1 | 12 | 15 | 0.1 | 12 | 0 | 7
CC1Cc2nc(SCC(=O)Nc3ccc4c(c3)OCCO4)n(C)c(=O)c2S1 (stereo unspecified) | -16 | -4 | 39 | 0 | 0.6 | -22 | -9 | -4
CC1CC2(CCCC2)Nc2ccc(F)cc21 (stereo unspecified) | 1 | -1 | 0 | -4 | -3.3 | 26 | 7 | -7
Cc1nc2cc(C(=O)OCC(=O)NC3CCS(=O)(=O)C3)ccc2n1-c1ccccc1 (stereo unspecified) | 6 | 0 | -7 | 6 | 3.2 | -4 | -3 | 3
CCOC(=O)C1=NNC2C(=O)N(Cc3ccccc3)C(=O)C12 (stereo unspecified) | -11 | -2 | 14 | -12 | -0.6 | 14 | 0 | -9
O=C(O)CCC(=O)N1N=C(c2c(-c3ccccc3)c3cc(Cl)ccc3[nH]c2=O)CC1c1cccs1 (stereo unspecified) | 1 | 0 | -26 | 1 | 2.2 | -5 | 19 | 9
Cc1ccc(C(=O)NCC(=O)NCCCc2ccccc2)cc1 | -10 | -1 | -28 | 3 | -0.4 | -18 | 13 | -23
Cc1nc(Sc2nnnn2C)c2c3c(sc2n1)CCC3 | 64* | 37* | 97* | 24 | 4.1 | -173 | -1 | 15
Cc1cccc(NC(=O)C2CCCN(c3nc(C)cc(C)n3)C2)c1 (stereo unspecified) | 5 | 0 | 18 | -6 | 0.2 | 20 | 8 | 13
CCOc1ccc(-n2ccnc2SCC(=O)Nc2cc(C)on2)cc1 | -5 | 3 | 7 | 10 | 1.0 | 8 | 2 | 14
O=C1O/C(=C/c2ccccc2)N=C1c1ccccc1 | -2 | -2 | -34 | 47 | 0.7 | -22 | 16 | 35
Cc1ccc(S(=O)(=O)N(C)Cc2ccc(-c3nnc4n3CCC4)cc2)cc1 | 7 | -1 | -5 | 15 | 1.4 | -7 | 3 | 12
COc1ccc2nc3oc(C(=O)NCc4cccs4)cc3cc2c1 | 3 | 0 | 10 | -7 | 0.4 | 2 | -14 | 15

Three entries out of the list, sorted by number of heavy atoms, rising:
SMILES | Jurkat NFkB inh | XBP1 UPR activ | Mdm2 MdmX PPI | tim23-1 inh | CHOP UPR activ | 697 NFkB inh | TIM10 inh | tim10-1 inh
O=C1O/C(=C/c2ccccc2)N=C1c1ccccc1 | -2 | -2 | -34 | 47 | 0.7 | -22 | 16 | 35
Cc1nc(Sc2nnnn2C)c2c3c(sc2n1)CCC3 | 64* | 37* | 97* | 24 | 4.1 | -173 | -1 | 15
COc1ccccc1-c1cn[nH]c1-c1ccc(OCc2ccccc2)cc1O | 13 | -2 | 13 | 29 | -1.0 | -8 | 29 | -3

Returning to the listing with the 3 entries that preceded the break.
SMILES | Jurkat NFkB inh | XBP1 UPR activ | Mdm2 MdmX PPI | tim23-1 inh | CHOP UPR activ | 697 NFkB inh | TIM10 inh | tim10-1 inh
O=C1O/C(=C/c2ccccc2)N=C1c1ccccc1 | -2 | -2 | -34 | 47 | 0.7 | -22 | 16 | 35
Cc1ccc(S(=O)(=O)N(C)Cc2ccc(-c3nnc4n3CCC4)cc2)cc1 | 7 | -1 | -5 | 15 | 1.4 | -7 | 3 | 12
COc1ccc2nc3oc(C(=O)NCc4cccs4)cc3cc2c1 | 3 | 0 | 10 | -7 | 0.4 | 2 | -14 | 15
Cc1ccc(NC(Cc2cc(C)no2)c2ccccc2)cc1 (stereo unspecified) | -4 | -2 | 5 | 0 | 0.4 | -16 | -3 | -4
COCCn1c(C)cc(C(=O)CSc2nncn2-c2ccccc2)c1C | 7 | 0 | 11 | 6 | 2.0 | 16 | 3 | 16
CCc1noc(C)c1C(=O)OCC(=O)NCc1ccccc1 | 2 | -3 | 4 | 11 | -1.1 | 8 | 0 | 2
COC(=O)C1C(O)=C(C=Nc2ccccc2)C(=O)CC1(C)C (stereo unspecified) | 5 | 15 | 9 | 34 | -0.1 | 5 | -3 | 3
Cc1ccc(/C=N/n2c(C)n[nH]c2=S)o1 | 0 | -1 | -8 | 5 | 0.5 | -16 | 0 | 17
CC(C(=O)N1CCN(c2ccccc2F)CC1)c1ccc([N+](=O)[O-])cc1 (stereo unspecified) | 17 | -6 | -4 | 23 | 0.2 | 6 | 11 | 25
COC(=O)Cn1c(=O)c(C(=O)CCl)c(N)n(Cc2ccccc2)c1=O | 1 | -4 | 75* | -3 | 7.1 | 21 | -14 | 7
COc1ccccc1N1CCN(C(=O)CCC(=O)O)CC1 | 11 | -3 | -6 | 4 | 2.3 | 8 | 5 | 8
Cc1cccc(NC(=O)CSc2nnc(C)n2Cc2ccccc2)c1 | -1 | 0 | 4 | 5 | -1.7 | -6 | -11 | 35
COc1cc(C(=O)NCC2CCCN2S(=O)(=O)c2cccs2)cc(OC)c1OC (stereo unspecified) | -3 | 4 | 11 | 0 | 1.9 | 11 | 1 | -12
CCOC(=O)c1[nH]c(C)c(C(=O)OCC(=O)NCc2ccc(OC)c(OC)c2)c1C | -14 | -2 | 12 | 13 | 0.4 | -2 | 7 | 8
Cc1cc(C)cc(NS(=O)(=O)c2cc(C(=O)NCc3ccccn3)ccc2Cl)c1 | -3 | -2 | 24 | 0 | 0.1 | -17 | 8 | 7
O=C(CNC(=O)c1ccco1)NCC(=O)OCc1ccc(Cl)cc1Cl | 4 | 4 | -13 | 6 | 1.8 | 4 | -2 | 1
O=C(NCCc1ccncc1)C12CC3CC(CC(C3)C1)C2 | 23 | -1 | 3 | 13 | -2.3 | -2 | 10 | 8
COc1ccc(CNC(=O)C(C)N(C)Cc2cccc(F)c2)cc1 (stereo unspecified) | 7 | -2 | 7 | 13 | 2.1 | -4 | 4 | 9
COc1ccc(/C=C\c2nc(O)c([N+](=O)[O-])c(=O)[nH]2)cc1O | 4 | -3 | 16 | 2 | -0.3 | 7 | 5 | -9
Cc1ccccc1N/N=C/c1ccc(N2CCOCC2)cc1 | -5 | -1 | 17 | -7 | 5.3 | 9 | -8 | 6
N=c1n(CCN2CCOCC2)c2ccccc2n1Cc1ccccc1Br | 5 | 2 | -9 | -8 | 0.0 | -15 | -23 | 7
CC1CCCC(C)N1S(=O)(=O)c1ccc(NC(=O)CNC2CCCC2)cc1 (stereo unspecified) | -9 | 6 | 4 | 20 | 0.1 | -10 | -6 | 28
CC(C)c1nnc(NC(=O)C2CCCN2C(=O)Nc2ccc(F)cc2)s1 (stereo unspecified) | -3 | -3 | 9 | 0 | 1.8 | 19 | -14 | 7
CCCOc1ccc(C(=O)NC2CCSc3ccccc32)cc1 (stereo unspecified) | 15 | -1 | -23 | 9 | 3.0 | 9 | -2 | 11
Cc1ccc(Sc2ccc(NC(=O)c3ccc(S(C)(=O)=O)cc3Cl)cc2)cc1 | -2 | 1 | 4 | -9 | 0.5 | 0 | -17 | 20
Cc1cc(O)c(/C=N/Nc2ccc(Cl)cc2)c(=O)o1 | 12 | -2 | -4 | 2 | 0.1 | -1 | -45 | 16
CC(=Nc1ccccc1)c1sc2ccccc2c1O | -158 | 4 | -285 | 24 | 4.5 | -251 | 3 | 6
CC(CCC(C)OC(=O)c1ccccc1C(=O)O)OC(=O)c1ccccc1C(=O)O (stereo unspecified) | -6 | -2 | 0 | 8 | -1.4 | -9 | -13 | 21

Screens as filed in PubChem BioAssay.
